# Screens deposited in PubChem by several laboratories.
# CatB mix inh: inhibitors of human cathepsin B in compound mixtures. Purified cathepsin B, AMC dipeptide fluorescence. P07858. inhibition, %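 (ten-compound pools at 5 µM per compound and 50 µM total)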. 62,000 tested, 0.06% active; in the data active = inhibition above about 22%, passing the limit was not always enough;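 also: 0% = enzyme without compound and 100% = no enzyme blank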
# FXIa mix inh: blocks human factor XIa in pooled compound mixtures | P03951 | 62,000 tested, 0.19% active | inhibition, % at 5 µM | purified FXIa, fluorogenic substrate;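 also: each value is inhibition by a whole ten-compound pool holding the compound; 0% = enzyme with no mixture and 100% = wells lacking enzyme; strong numbers were not always called active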
# CatS inh: inhibitors of human cathepsin S | recombinant cathepsin S, AMC dipeptide fluorescence, pooled mixtures | inhibition, %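 (tested at 5 µM per compound within 10-compound mixtures)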 | 62,000 tested, 0.06% active | AID 501; in the data active = inhibition above about 32%, passing the limit was not always enough;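 also: 0% = enzyme without compound and 100% = blank without enzyme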
# Target sequence (P25774 115-331 limits assumed): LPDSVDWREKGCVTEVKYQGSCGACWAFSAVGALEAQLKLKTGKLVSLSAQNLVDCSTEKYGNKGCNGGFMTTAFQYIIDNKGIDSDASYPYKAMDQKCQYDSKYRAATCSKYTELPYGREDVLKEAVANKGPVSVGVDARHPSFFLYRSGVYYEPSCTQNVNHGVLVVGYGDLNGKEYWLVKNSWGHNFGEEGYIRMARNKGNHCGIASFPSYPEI
# CatB block: inhibitors of human cathepsin B | purified cathepsin B, fluorogenic substrate, fluorescence | inhibition, %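 (tested at 10 µM)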 | P07858 | 63,000 tested, 0.1% active | AID 453; in the data active = inhibition above about 21%;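 also: 0% = enzyme with no compound and 100% = no enzyme blank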
# FXIIa mix inh: blocks human factor XIIa in pooled compound mixtures | P00748 | purified FXIIa, fluorogenic substrate | inhibition, % at 5 µM | 62,000 tested, 0.2% active | AID 684;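 also: 0% = enzyme without compound and 100% = no enzyme blank; some results filed as inactive read as strong as hits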
# Target sequence (P00748 20-372 limits assumed): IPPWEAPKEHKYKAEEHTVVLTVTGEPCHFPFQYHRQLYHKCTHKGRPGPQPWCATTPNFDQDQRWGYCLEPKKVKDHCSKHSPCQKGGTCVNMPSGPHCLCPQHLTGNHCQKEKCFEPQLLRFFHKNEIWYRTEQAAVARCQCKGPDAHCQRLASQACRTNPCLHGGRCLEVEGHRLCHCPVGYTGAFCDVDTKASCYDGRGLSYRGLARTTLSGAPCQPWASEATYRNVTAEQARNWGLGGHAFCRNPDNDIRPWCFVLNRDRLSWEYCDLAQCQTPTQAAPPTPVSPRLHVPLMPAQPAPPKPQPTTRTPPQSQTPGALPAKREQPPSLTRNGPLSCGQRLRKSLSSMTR
# Target sequence (P00748 373-615 limits assumed): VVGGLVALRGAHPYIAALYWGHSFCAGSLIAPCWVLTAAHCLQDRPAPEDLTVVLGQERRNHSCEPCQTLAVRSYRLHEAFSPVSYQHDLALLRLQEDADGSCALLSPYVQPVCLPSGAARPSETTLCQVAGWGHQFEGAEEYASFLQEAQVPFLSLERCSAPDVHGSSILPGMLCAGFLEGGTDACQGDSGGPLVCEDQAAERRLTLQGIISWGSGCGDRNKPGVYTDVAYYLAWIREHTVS
# C1s block: human complement C1s inhibition; purified C1s, fluorogenic AMC substrate, pooled mixtures; mean inhibition % of two 10-compound mixtures (active compounds read high), % at 5 µM (by protocol); P09871; 62,000 tested, 0.16% active;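 active = inhibition above 20% in each of the two 10-compound mixture wells holding the compound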;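 also: 0% = enzyme wells lacking compound mixture and 100% = no-enzyme blank wells; some compounds called inactive have numbers as strong as hits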
# Cathepsin G inh: blocks human cathepsin G enzyme activity; P08311; purified enzyme, AMC-tetrapeptide fluorescence, pooled mixtures; inhibition, % at 5 µM (by protocol); 62,000 tested, 0.2% active; AID 581;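 active = inhibition above 20% in each of the two mixture wells holding the compound; inactive = inhibition of 20% or less in either well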;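 also: 0% = enzyme control without mixture and 100% = blank lacking enzyme; strong numbers were not always called active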
# CatL inh: blocks human cathepsin L protease activity; P07711; purified cathepsin L, fluorogenic substrate, fluorescence; inhibition, %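 (tested at 10 µM)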; 58,000 tested, 0.17% active; in the data active = inhibition above about 45%;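 also: 0% = enzyme with no compound and 100% = no enzyme blank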
# A340 absorber: absorbance at 340 nm. 65,000 tested, under 10 active. fold change at 10 µM. compound absorbance at 340 nm, fold over control. AID 708;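 active = at 10 µM dose, initial 340 nm absorbance at least 2 fold that of control wells; inactive = change under 2 fold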;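 also: initial absorbance extrapolated from kinetic A340 decline of NADH oxidation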
# The depositor's hits bear a star; i = inactive; x = not tested or not shown. Rule as the data show it, unless noted: active = inhibition above about 20% (passing the limit was not always enough); inactive = the rest. An excerpt. The share of hits here may be higher or lower than overall.
entry	CatB mix inh	FXIa mix inh	CatS inh	CatB block	FXIIa mix inh	C1s block	Cathepsin G inh	CatL inh	A340 absorber	SMILES
1	1	-4	7	4	0	-5	10	9	1	CCCNS(=O)(=O)c1ccc(CCC(=O)NCC2CCCO2)cc1 (stereo not given)
2	0	1	5	x	2	5	6	19	1	COC(=O)NCc1cccc(CNC(=O)OC)c1
3	0	4	3	-1	3	0	2	6	0.99	COc1ccc(OC)c2sc(N3CCN(c4ccccc4)CC3)nc12
4	-6	-13	5	0	5	-38	0	16	0.98	CCn1c(CNc2ccc(F)cc2)nnc1SCCN1CCCCC1
5	-1	4	13	4	6	-11	-1	11	1.1	COc1cc(-c2nc(S(=O)(=O)c3ccc(C)cc3)c(N3CCOCC3)o2)cc(OC)c1OC
6	3	4	-5	-6	3	-3	-1	-3	0.98	CNc1nc(SCc2ccccc2)nc(N2CCOCC2)n1
7	-2	-8	10	6	-6	2	9	10	1	CCOc1ccccc1OCCCCCc1c(C)n[nH]c1C
8	2	9	8	2	6	11	14	31	0.98	CCn1nnnc1SCC(=O)NCc1cccs1
9	3	4	27	5	6	-9	-9	6	1.2	CCOC(=O)/C(C#N)=C1/C=C(C)NC(c2ccccc2O)=N1
10	3	2	-6	-3	-18	4	8	-6	1	CC(C)CCOP(=O)(c1ccc(N(C)C)cc1)C(O)c1ccccc1F (stereo not given)

# An excerpt from above, showing only C1s block and FXIIa mix inh:
entry | Molecule | C1s block | FXIIa mix inh
5 | COc1cc(-c2nc(S(=O)(=O)c3ccc(C)cc3)c(N3CCOCC3)o2)cc(OC)c1OC | -11 | 6
7 | CCOc1ccccc1OCCCCCc1c(C)n[nH]c1C | 2 | -6

# Further results follow:
entry	CatB mix inh	FXIa mix inh	CatS inh	CatB block	FXIIa mix inh	C1s block	Cathepsin G inh	CatL inh	A340 absorber	SMILES
11	-1	7	4	-1	5	4	31	-9	1.1	CCN1CCN(C(c2cccs2)C(C)NC(=O)c2ccccc2OC)CC1 (stereo not given)
12	3	6	0	3	7	14	10	x	1.1	COC(=O)Cc1c(C)c2ccc(OCC(=O)NCc3ccc4c(c3)OCO4)cc2oc1=O
13	4	1	1	4	4	-14	-9	-6	1	Cc1c(C(=O)O)oc2ccc(S(=O)(=O)NCc3ccccc3)cc12
14	6	8	-24	-4	-17	6	4	21	1	O=C(NCCN1CCCCCC1)c1ccc(N2CCCC2=O)cc1
15	4	0	-1	3	8	2	5	-1	1	CC1(C)CC(=O)c2c(O)cc(O)cc2O1
16	-1	12	3	3	3	2	5	9	1	CCn1cc(Br)c(C(=O)N2CCN(c3ccccc3)CC2)n1
17	-7	-4	-1	1	11	3	9	-2	0.99	CCOC(=O)c1csc(NC(=O)C2CCCCC2)n1
18	-2	-3	4	5	10	-5	11	15	0.99	COc1ccc(Cl)c(NC(=O)Cn2nnc(-c3ccccc3N)n2)c1
19	0	4	16	-1	5	-5	0	4	1	Cc1ccc(S(=O)(=O)Cn2nnnc2C(c2ccc(F)cc2)N2CCCCC2)cc1 (stereo not given)
20	4	1	0	9	6	2	9	13	1	C#CC(C)(C)NC(=O)CSc1nc2c(c(=O)n(C)c(=O)n2C)n1CCCC
21	-2	5	2	-4	3	-17	-2	2	1	CCC(CC)C(=O)Nc1cc(=O)n(C)c(=O)n1C
22	4	5	-2	2	13	16	13	1	1	CCOCC(=O)Nc1nnc(SCCOC)s1
23	2	8	3	-2	-18	11	9	x	1	CCC1CCCCN1Cc1nc2c(c(=O)n(C)c(=O)n2C)n1CCCc1ccccc1 (stereo not given)
24	4	3	12	9	1	6	0	10	1.1	Cc1cc(NC(=O)c2ccc3c(c2)C(=O)N(CCC(C)C)C3=O)no1
25	1	-3	13	3	2	-19	-6	4	0.99	CCOc1ccc(OCC)c(NC(=O)CCCN2C(=O)c3cccnc3C2=O)c1
26	2	5	0	4	9	6	7	6	1	Cc1nc(SCC(=O)NCC2CCCO2)c2oc3ccccc3c2n1 (stereo not given)
27	-3	-6	-21	1	8	-66	-8	-3	1	CCC(Sc1nc2cc3c(cc2c(=O)n1Cc1ccco1)OCO3)C(=O)Nc1cccc(OC)c1 (stereo not given)
28	3	3	5	1	9	2	5	15	1	CCN(CC)C(=O)CSc1nnc(-c2cnccn2)n1-c1ccccc1
29	0	-9	-2	1	-2	-47	2	x	1.1	CCOc1ccccc1NC(=O)CSc1nc2c(c(=O)n1C)SC(C)C2 (stereo not given)
30	-1	5	3	0	3	-17	4	x	0.98	O=C(NCc1ccc(Cl)cc1)C1CCCN(S(=O)(=O)c2cnc[nH]2)C1 (stereo not given)
31	7	6	11	2	2	8	9	7	0.98	O=C1CC2CS(=O)(=O)CC2N1c1ccc(Oc2ccccc2)cc1 (stereo not given)
32	3	-8	5	3	3	-2	7	10	1	O=C(CSc1ncnc2ccccc12)NCc1ccco1
33	-6	-8	-23	-7	10	-84	-3	i	1	O=c1oc2c(CN3CCCCC3)c(O)ccc2cc1-c1nc2ccccc2[nH]1
34	5	7	9	2	3	19	12	x	1	COc1cc(OC)cc(C(C(=O)NCc2ccccc2)N(Cc2ccco2)C(=O)c2ccno2)c1 (stereo not given)
35	-5	6	-24	-5	0	-6	2	-3	1.1	CCOc1c(C)cc(-c2ncccc2O)cc1C
36	3	3	2	1	7	3	10	8	1	Cc1ccn2cc(CCNC(=O)c3ccc(Br)o3)nc2c1
37	4	8	-6	2	10	6	9	-8	1	O=C(CSc1ccccc1)Nc1ccc(S(=O)(=O)NCC2CCCO2)cc1 (stereo not given)
38	6	2	5	-1	4	18	10	5	1	Cc1occc1C(=O)Nc1ccc(S(=O)(=O)N2CCCC2)cc1
39	0	9	1	5	2	-3	-5	21	0.99	O=C(NCCCN1CCCCC1)c1ccc2c(=O)n(CCc3ccccc3)c(=O)[nH]c2c1
40	-1	-7	4	0	-5	-20	8	12	1	CC(=O)C1C(c2ccc(F)cc2)NC(=O)NC1(O)C(F)(F)F (stereo not given)
41	-5	1	9	2	-15	-19	1	0	1.1	COc1ccc(Cn2nnnc2CN(Cc2cc3cccc(C)c3[nH]c2=O)C2CCCC2)cc1
42	3	8	10	4	12	-3	10	x	1	Cc1cc(C)c(C(N)=O)c(Nc2ccc3c(c2)OCCO3)n1
43	6	0	-9	2	16	-20	-8	2	0.99	COc1ccc(Cl)cc1N1CC(c2nc3ccccc3[nH]2)CC1=O (stereo not given)
44	5	6	18	-3	1	-1	0	-15	1	Cc1nc2cc(S(=O)(=O)N(C)C)ccc2n1-c1ccccc1
45	2	4	16	0	10	-3	4	x	1	Cc1ccc2nc(NC(=O)C3CCCN(S(=O)(=O)c4cccnc4)C3)sc2c1 (stereo not given)
46	4	2	-2	5	21	-30	6	x	1.2	Cc1ccc(NC(=O)C2CCCN(S(=O)(=O)c3c(C)noc3/C=C/N(C)C)C2)cc1F (stereo not given)
47	1	-3	-4	-11	1	-64	5	-217	0.89	COc1ccccc1-n1c(N)c(C(=O)NCC2CCCO2)c2nc3ccccc3nc21 (stereo not given)
48	-3	9	2	-1	-2	2	6	-4	1	COc1ccc(C(C(=O)NC2CCCCC2)N(CC2CCCO2)C(=O)CNC(=O)c2ccco2)cc1 (stereo not given)
49	3	4	7	1	6	-18	-3	-2	1	CC1CCCCC1NC(=O)CN(C)S(=O)(=O)c1cccc2nsnc12 (stereo not given)
50	4	6	-7	4	19	-9	8	1	1	COc1ccccc1-c1noc(-c2cc(OC)c(OC)c(OC)c2)n1
51	2	-1	3	1	3	-64	4	8	1	ONC=Nc1cccc2nonc12
52	0	0	5	1	13	14	11	13	1	CCCCN(CC)C(=O)CN(C)S(=O)(=O)c1cccc2nsnc12
53	5	4	-2	-1	6	2	8	-2	1	COc1ccc(-c2nc(N3CCCC3)[nH]c(=O)c2C#N)cc1
54	7	16	12	6	-1	18	9	10	1	Cc1cc(C(=O)OCC(=O)NCCc2ccccc2)c(C)o1
55	2	4	-2	-1	4	-7	-11	7	0.97	CC(C)(C)CC(=O)N1CCC(c2nc3c(nnn3Cc3c(F)cccc3Cl)c(=O)[nH]2)CC1
56	2	1	14	5	1	-9	9	13	1	Cc1csc(SCCn2c(N3CCN(c4ccccc4)CC3)nc3c2c(=O)[nH]c(=O)n3C)n1
57	8	-6	10	-2	2	-17	-3	10	0.98	CCOC(=O)C1(C)NC(c2ccc(N(C)C)cc2)C2C(=O)N(CC)C(=O)C21 (stereo not given)
58	5	14	13	3	5	14	8	7	1.1	CS(=O)(=O)N(CC(=O)NC1CC2CCC1C2)c1cccc(C(F)(F)F)c1 (stereo not given)
59	1	0	10	2	13	2	4	30	1	O=C(C1CCC(Cn2c(=S)[nH]c3ccccc3c2=O)CC1)N1CCN(c2ccccc2)CC1 (stereo not given)
60	11	3	16	8	7	-24	-11	-4	1.1	CN(C)S(=O)(=O)c1ccc(/C(O)=C2/C(=O)C(=O)N(Cc3cccnc3)C2c2ccco2)cc1 (stereo not given)

# Later entries.
entry	CatB mix inh	FXIa mix inh	CatS inh	CatB block	FXIIa mix inh	C1s block	Cathepsin G inh	CatL inh	A340 absorber	SMILES
61	2	-2	5	-3	2	-4	-2	1	1	O=C(CCCn1c(=O)[nH]c2ccsc2c1=O)N1CCCCC1
62	-11	-22	-32	-1	-16	-51	-10	3	1	CCCCn1nnnc1NCc1cccc(OC)c1OC
63	0	-13	9	0	3	-39	-6	4	1	CC1Cc2ccccc2N1Cc1cc(=O)n2ccsc2n1 (stereo not given)
64	2	4	-10	0	10	-31	-3	0	1	CCN1CCN(c2nc3c(C)cccn3c(=O)c2/C=C(\C#N)S(=O)(=O)c2ccccc2)CC1

# Ordered by count of non-hydrogen atoms (largest number first): 10 of the compounds above.
entry	CatB mix inh	FXIa mix inh	CatS inh	CatB block	FXIIa mix inh	C1s block	Cathepsin G inh	CatL inh	A340 absorber	SMILES
48	-3	9	2	-1	-2	2	6	-4	1	COc1ccc(C(C(=O)NC2CCCCC2)N(CC2CCCO2)C(=O)CNC(=O)c2ccco2)cc1 (stereo not given)
60	11	3	16	8	7	-24	-11	-4	1.1	CN(C)S(=O)(=O)c1ccc(/C(O)=C2/C(=O)C(=O)N(Cc3cccnc3)C2c2ccco2)cc1 (stereo not given)
55	2	4	-2	-1	4	-7	-11	7	0.97	CC(C)(C)CC(=O)N1CCC(c2nc3c(nnn3Cc3c(F)cccc3Cl)c(=O)[nH]2)CC1
57	8	-6	10	-2	2	-17	-3	10	0.98	CCOC(=O)C1(C)NC(c2ccc(N(C)C)cc2)C2C(=O)N(CC)C(=O)C21 (stereo not given)
58	5	14	13	3	5	14	8	7	1.1	CS(=O)(=O)N(CC(=O)NC1CC2CCC1C2)c1cccc(C(F)(F)F)c1 (stereo not given)
49	3	4	7	1	6	-18	-3	-2	1	CC1CCCCC1NC(=O)CN(C)S(=O)(=O)c1cccc2nsnc12 (stereo not given)
52	0	0	5	1	13	14	11	13	1	CCCCN(CC)C(=O)CN(C)S(=O)(=O)c1cccc2nsnc12
54	7	16	12	6	-1	18	9	10	1	Cc1cc(C(=O)OCC(=O)NCCc2ccccc2)c(C)o1
62	-11	-22	-32	-1	-16	-51	-10	3	1	CCCCn1nnnc1NCc1cccc(OC)c1OC
51	2	-1	3	1	3	-64	4	8	1	ONC=Nc1cccc2nonc12
